ER stress death – ER stress cell death inhibition; 0.33% of 48,000 active; CSM14.1 thapsigargin ER stress survival, ATP luminescence; relative survival (cellular ATP), % at 15 µg/mL (by protocol);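 active means survival measured by cellular ATP above 50% at 15 µg/ml in the first screen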;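 further: cell death triggered by about 15 µM thapsigargin; ATP read 24 h after thapsigargin was added; plate controls were thapsigargin with DMSO for no effect and DMSO without thapsigargin for full effect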
* hit, by the source's call. An excerpt; the hit share may differ from the screen's.

SMILES	ER stress death
O=C1CC(c2ccc3c(c2)OCO3)c2ccc3ccccc3c2N1 (configuration not stated)	7.1
Cc1ccc(S(=O)(=O)NC(c2ccccc2)c2ccc(Br)cc2)cc1[N+](=O)[O-] (configuration not stated)	-2.2
Cc1onc(-c2ccccc2Cl)c1C(=O)NC12CC3CC(CC(C3)C1)C2	-1.3
O=C(/C=C/c1ccccc1Cl)NCc1ccccn1	12.8
COC(C)(C)CNS(=O)(=O)c1ccc(Cl)cc1	1.0
CC(C)C(=O)NS(=O)(=O)c1ccc(NS(C)(=O)=O)cc1	3.0
CCN1CCn2c3c(c4cc(C)ccc42)CCCC31 (configuration not stated)	-5.0
COC(=O)C(CCSC)NC(=O)c1cccs1 (configuration not stated)	-11.1
COc1ccc(Cn2nnc(-c3ccccc3)n2)cc1	4.6
CC(C)(C)c1cc(N2C(=O)C(=O)/C(=C(\O)c3ccccc3)C2c2ccccc2F)no1 (configuration not stated)	3.3
CC(C)(C)OC(=O)N1CC(O)CC1C(=O)NC1CCCCC1 (configuration not stated)	3.0
O=C(N/C(=C/c1ccco1)C(=O)N1CCCCC1)c1ccc(Cl)cc1	3.0
CCc1ccc(N2C(=O)/C(=C/c3ccc(OCC(=O)O)c(OC)c3)C(=O)NC2=S)cc1	0.1
O=C(c1ccc2c(c1)OCO2)N1CCN(c2ccc(Cl)cc2)CC1	6.0
COc1ccc(N(CC(=O)Nc2ccccc2Br)S(C)(=O)=O)cc1	-5.8
O=C(CSc1nnnn1-c1ccccc1)Nc1ccccc1	3.2
O=C(Nc1ccccc1)Nc1ccc(S(=O)(=O)N2CCc3ccccc32)cc1	-2.3
CC1CN(CC(O)COc2ccccc2C(C)(C)C)CC(C)O1 (configuration not stated)	-3.2
Cc1onc(-c2c(Cl)cccc2Cl)c1C(=O)NC1CCCC1	14.2
Cc1ccccc1-n1c(C)cc(/C=N/NC(=O)CN2CCOCC2)c1C	3.5
COc1ccc(OC)c(NC(=O)c2cc(Cl)c(OC)c(Cl)c2)c1	1.5
CN(C)c1cc(N/N=C/c2cccc(O)c2)nc(N(C)C)n1	-2.1
CC(C)c1ccc(C(=O)Nc2cc(Cl)cc(Cl)c2)cc1	0.0
C=CCOc1ccc(/C=C2\C(=O)NC(=O)N(C)C2=O)cc1Br	-1.1
CC(=O)Oc1ccc(-c2cccc(C(=O)NCc3ccccc3)c2)cc1	-1.0
CCc1ccc(/C=N/N2CCN(Cc3cccc4ccccc34)CC2)cc1	4.3
Clc1ccc(CN2CCN(C3CCN(Cc4ccccc4)CC3)CC2)cc1	-1.6
COc1cc(/C=C2/SC(=S)N(c3cccc(Cl)c3)C2=O)cc(OC)c1O	3.2
Cc1cc(C)nc(SCC(=O)N(c2ccccc2)c2ccccc2)n1	14.7
Cc1ccc(Oc2nc(-c3ccncc3)nc3ccccc23)cc1	-4.8
COc1ccc(C(=O)N/C(=C\c2ccccc2)C(=O)NCCCN(C)C)cc1	-0.6
O=C1C=CC(=O)N1c1ccc(Cl)cc1[N+](=O)[O-]	-1.9
Cc1c(C(N)=O)sc(N)c1C(=O)OC(C)C	4.9
Cc1cc(=O)n2[nH]c(-c3cccc(F)c3)cc2n1	-0.3
CCc1c(O)nc(SCC(=O)N2CCOCC2)n(-c2ccccc2)c1=O	1.5
CC(=O)c1c(C)oc2ccc(NS(=O)(=O)c3ccccc3C)cc12	8.9
COc1ccc(CCNC(=O)C2CC(=O)N(c3ccc(Br)cc3)C2)cc1OC (configuration not stated)	5.6
Cc1ccc2nsnc2c1NC(=O)C(c1ccccc1)c1ccccc1	5.5
COc1ccc(S(=O)(=O)Nc2ccc(NS(=O)(=O)c3ccc(OC)cc3)c3ccccc23)cc1	-11.2
COc1cc(-c2noc(-c3ccc([N+](=O)[O-])cc3)n2)cc(OC)c1OC	1.6
O=C(N/N=C/c1ccc(Br)cc1)C1CC(=O)N(c2ccc(F)cc2)C1 (configuration not stated)	-1.2
COc1cc(/C=C2\SC(=Nc3ccc(O)cc3)NC2=O)ccc1O	0.3
COCC(=O)Nc1ccc2ccccc2c1	-3.5
O=C(CN1CCOCC1)Nc1cc(C(F)(F)F)cc(NC(=O)CN2CCOCC2)c1Cl	-1.8
Cc1ccc2nc(/N=C(/N)NC(=O)Cc3ccc(Cl)cc3)nc(C)c2c1	16.5
COC(=O)CCC(=O)Nc1ccc(C)cc1C	1.9
COc1ccc(CNC(=O)c2ccc(F)cc2)cc1	11.1
CCOC(=O)C(C(=O)OCC)C1OC(=O)c2cc3c(cc21)C(=O)OC3C(C(=O)OCC)C(=O)OCC (configuration not stated)	1.8
Cc1cc(OCC(=O)Nc2ccccc2[N+](=O)[O-])cc(C)c1Cl	1.6
CN(C)C(=O)c1ccc(CN2CCc3ccccc3C2)cc1	14.9

Entries listed so far with a furan ring, fused or not, in the order listed:
SMILES	ER stress death
O=C(N/C(=C/c1ccco1)C(=O)N1CCCCC1)c1ccc(Cl)cc1	3.0
CC(=O)c1c(C)oc2ccc(NS(=O)(=O)c3ccccc3C)cc12	8.9

Random excerpt: two records from the list, in no set order.
SMILES	ER stress death
CN(C)C(=O)c1ccc(CN2CCc3ccccc3C2)cc1	14.9
Cc1cc(OCC(=O)Nc2ccccc2[N+](=O)[O-])cc(C)c1Cl	1.6

Further entries.
SMILES	ER stress death
Clc1ccccc1CN1CCN(C2CCN(Cc3ccccc3)CC2)CC1	-6.2
Cc1c(NC(=S)NC(C)(C)C)c(=O)n(-c2ccccc2)n1C	7.5
CCOC(=O)c1c(NC(=O)COc2ccccc2C)sc(C(=O)Nc2ccc(C)cc2C)c1C	8.4
Cc1nc2ccccc2n1CC(=O)c1ccccc1	-5.0
COc1ccc(-c2csc(/C(C#N)=C/c3sccc3C)n2)cc1OC	7.8
O=C(COc1ccccc1Cl)NNC(=O)c1ccncc1	2.4
COc1cc(/C=C(\C#N)c2nc3ccccc3[nH]2)ccc1OCC(=O)O	6.2
Cc1c(C(=O)NC(C)c2ccccc2)cccc1[N+](=O)[O-] (configuration not stated)	6.2
Cc1ccc(S(=O)(=O)N2CCCCC2)c(C)c1N1CCc2cn[nH]c21	8.1
CC(C)Oc1ccc(C(=O)Nc2nc3ccccc3s2)cc1	0.4
N#CC1=C(SCC(=O)OCc2ccccc2)NC(=O)CC1c1cccc2ccccc12 (configuration not stated)	7.5
CC(=O)Nc1ccc(NC(=O)c2ccc(Cl)c(Cl)c2)cc1	6.2
CCOc1ccc(N(CC(=O)N2CCCCC2)S(=O)(=O)c2ccc(Br)cc2)cc1	4.5
O=C1Nc2ccc(Br)cc2/C1=C/c1ccc2ccccc2n1	3.4
Cc1ccccc1OCCn1cc(/C=C2/SC(=S)N(C)C2=O)c2ccccc21	5.8
CCCCP(=O)(CCCC)COc1ccc(Br)cc1	0.8
O=C(Nc1cccc(F)c1)/C(=C\c1cccs1)NC(=O)c1cccs1	3.2
CCCOc1ccc(C(=O)Nc2ccc(N3CCCCC3)cc2)cc1	-1.8
CCOC(=O)C(=CNc1ccc(Cl)cc1Cl)C(=O)OCC	4.7
Cc1c(-c2ccccc2)n[nH]c1C(=O)N/N=C/c1cccc([N+](=O)[O-])c1	-1.9
COc1cccc(OCCOc2ccc(/C=C3/SC(=S)NC3=O)cc2)c1	22.2
O=C1c2cccc3cccc(c23)C(=O)N1CCN1CCN(S(=O)(=O)c2cccc3cccnc23)CC1	1.1
O=C(NNS(=O)(=O)Cc1ccccc1)c1ccc([N+](=O)[O-])cc1	11.0
CC1=C(C(=O)Nc2ccc(Br)cc2)C(c2cccs2)NC(=S)N1 (configuration not stated)	-0.6
CN(C)Cc1c(O)ccc2c(=O)c(-c3ccccc3)coc12	6.3
O=C1NC(=O)N(c2ccccc2)C(=O)/C1=C/c1cccc(Oc2ccccc2)c1	4.9
CCOC(=O)c1cccc(N2C(=O)C3C4c5ccccc5C(CC)(c5ccccc54)C3C2=O)c1 (configuration not stated)	-1.9
COc1ccc(-c2noc(-c3ccc(C(C)(C)C)cc3)n2)cc1OC	7.3
COc1ccc(C2CC(=O)C3=C(C2)Nc2ccccc2NC3c2ccc(Cl)c([N+](=O)[O-])c2)cc1 (configuration not stated)	104.0*
Brc1ccc(C=Nc2ccc(Oc3ccccc3)cc2)s1	5.1

Sorted by number of heavy atoms (descending): 5 of the compounds above.
SMILES	ER stress death
COc1ccc(C2CC(=O)C3=C(C2)Nc2ccccc2NC3c2ccc(Cl)c([N+](=O)[O-])c2)cc1 (configuration not stated)	104.0*
O=C1NC(=O)N(c2ccccc2)C(=O)/C1=C/c1cccc(Oc2ccccc2)c1	4.9
COc1cccc(OCCOc2ccc(/C=C3/SC(=S)NC3=O)cc2)c1	22.2
CC1=C(C(=O)Nc2ccc(Br)cc2)C(c2cccs2)NC(=S)N1 (configuration not stated)	-0.6
CN(C)Cc1c(O)ccc2c(=O)c(-c3ccccc3)coc12	6.3

(list continues)
SMILES	ER stress death
COc1cccc(C2=NN(C(=O)c3ccccn3)C(O)(C(F)(F)F)C2)c1 (configuration not stated)	-1.5
CC1=NN(c2cccc(C(=O)O)c2)C(=O)/C1=C\c1ccc(C)cc1	2.2
O=S(=O)(c1ccccc1)N1CCCc2ccccc21	-0.5
CC(NC(=O)CSCc1cccc(Br)c1)c1ccccc1 (configuration not stated)	6.8
COc1cccc(OCCCOc2cccc3ccccc23)c1	5.1
CCOC(=O)C1=C(O)/C(=C/c2ccc(OC)cc2OC)SC1=Nc1ccccc1	12.3
O=C(Nc1ccccc1C(=O)N1CCN(Cc2ccccc2)CC1)c1ccco1	6.6
COc1ccc(C(=O)N2CCN(C3C4CC5CC(C4)CC3C5)CC2)cc1OC (configuration not stated)	5.2
Cc1cc(C=O)c(C)n1-c1ccc2ccccc2c1	-0.3
COc1ccc(NC(=O)CN(c2ccc(C(C)C)cc2)S(=O)(=O)c2ccccc2)c(OC)c1	2.7
CCc1ccc(NC(=O)C(=O)NCCN2CCOCC2)cc1	0.1
N#CC(C#N)=C1C(=O)N(Cc2ccc3c(c2)OCO3)c2ccccc21	-3.5
CCOC(=O)c1sc2ncc([N+](=O)[O-])c(NC)c2c1N	-1.7
COc1cc(/C=C/c2nc(O)c([N+](=O)[O-])c(=O)[nH]2)ccc1OCc1ccccc1	3.1
COc1ccc(NC(=O)CN(c2ccc(Cl)cc2)S(C)(=O)=O)cc1OC	10.0
NNc1cc(-c2ccccc2O)nc(-c2ccccc2)n1	4.1
CCOC(=O)c1ccc(NC(=O)c2ccc(OCC)c(Cl)c2)cc1	2.3
Cc1ccc(C)c(NC(=O)c2ccccc2F)c1	0.2
COc1cccc(OCCOc2cccc(/C=C3/SC(=S)N(Cc4ccccc4)C3=O)c2)c1	3.2
S=C(c1ccc(-c2ccc(Cl)cc2Cl)o1)N1CCN(c2ccccc2)CC1	9.1
COc1ccc(CSc2nc3ccccc3o2)cc1	12.0
O=C(/C=C/c1ccco1)Nc1cc(Cl)ccc1C(=O)O	1.3
Cc1ccc(-c2cc(C(=O)N/N=C/c3ccc([N+](=O)[O-])cc3)[nH]n2)cc1	0.7
O=C(/C(=C\c1ccc([N+](=O)[O-])cc1)n1cncn1)c1ccc(Cl)cc1Cl	-16.9
Cc1cc(C)nc(NS(=O)(=O)c2ccc(NC(=S)NC(=O)/C=C/c3ccc([N+](=O)[O-])cc3)cc2)n1	13.5
Cc1ccc(C2CC(C(F)(F)F)n3ncc(C(=O)Nc4cccc(Cl)c4)c3N2)cc1 (configuration not stated)	-6.1
O=C(Nc1ccc(Oc2ccccc2)cc1)c1ccc(Cl)cc1[N+](=O)[O-]	0.8
Cc1ccc(N2C(=O)NC(=O)/C(=C\c3sccc3C)C2=O)cc1	0.4
COC(=O)c1c(NC(=O)c2cccc(OC)c2)sc(C)c1C	-0.5
COCCOC(=O)c1c(C)oc2ccc(OCC(=O)C(C)(C)C)cc12	5.0
COC(=O)c1ccc(-c2ccc(/C=C3/SC(=S)N(c4ccccc4)C3=O)o2)cc1	1.1
COc1ccc(C(=O)Nc2cc(Cl)ccc2Cl)cc1NC(C)=O	-2.0
COC(=O)c1cnn2c(C(F)(F)F)cc(-c3ccccc3)nc12	-0.3
COc1cc(C(=O)N2c3ccccc3CC2C)cc(OC)c1OC (configuration not stated)	8.7
O=C(CSc1nc2sc3c(c2c(=O)[nH]1)CCCC3)NCc1ccccc1	7.2
CC(Oc1ccccc1)C(=O)N1CCN(c2ccc(F)cc2)CC1 (configuration not stated)	6.4
COC(=O)C1=C(C)NC2=C(C(=O)c3ccccc32)C1c1ccc(I)o1 (configuration not stated)	0.7
COc1cc(/C=N/N2C(=O)CSC2=S)ccc1OCCOc1ccc(C(C)(C)C)cc1	8.0
CC(COCCc1nnc(NC(=O)c2ccccc2)s1)OCCc1nnc(NC(=O)c2ccccc2)s1 (configuration not stated)	0.4
O=C(NCc1ccc(Cl)cc1)c1cnn2c(C(F)(F)F)cc(-c3ccco3)nc12	9.3

Looked up above.
Under ER stress death, `CC(COCCc1nnc(NC(=O)c2ccccc2)s1)OCCc1nnc(NC(=O)c2ccccc2)s1` (configuration not stated) has 0.4
Under ER stress death, `CC(Oc1ccccc1)C(=O)N1CCN(c2ccc(F)cc2)CC1` (configuration not stated) has 6.4

The list continues:
SMILES	ER stress death
COc1ccc(CCNS(=O)(=O)c2ccc([N+](=O)[O-])cc2)cc1OC	-0.4
CCOC(=O)Cc1nnc(NC(=O)c2cccs2)s1	6.5
CCc1c(C)sc(NC(=O)CCc2ccc(OC)cc2)c1C#N	4.9
CCOC(=O)/C(C#N)=C1\C(=O)Nc2ccccc21	2.5
O=C1CC(N2CCN(CCO)CC2)C(=O)N1c1ccc(Cl)cc1 (configuration not stated)	-8.1
COC(=O)CN(c1ccc(F)cc1)S(=O)(=O)c1ccccc1	0.3
O=C(Nc1ccc(I)cc1Cl)C(c1ccccc1)c1ccccc1	-0.7
FC(F)(F)c1cc(-c2cccs2)c2nncn2n1	4.3
CCc1nn2c(N)c(/C=C3/C=Nc4ccccc43)c(=O)nc2s1	-3.6
CC(=O)Oc1cccc(C(=O)Nc2ccc3c(c2)C(=O)N(c2ccccc2)C3=O)c1	10.5
Cc1ccc(/C=C2/SC(=S)N(CCC(=O)Nc3c(C)n(C)n(-c4ccccc4)c3=O)C2=O)cc1	6.9
COc1cc(/C=c2/sc3nc4ccccc4n3c2=O)cc(Br)c1OCc1ccccc1	-3.8
CCOC(=O)COc1ccc(/C=C2\C(=O)NC(=O)N(c3ccc(OC)cc3)C2=O)cc1OC	7.7
Cc1ccc(N2C(=O)CC(NC3CCCC(C)C3C)C2=O)cc1 (configuration not stated)	1.1
Cc1cc(NC(=O)c2cc(I)ccc2Cl)ccc1NC(=O)c1ccccc1	7.4
